PI4K2A inh: inhibitors of human PI4K2A | activity change, negative = inhibition, % at 76.9 µM | 0.13% of 420,000 active | purified PI4K2A, ADP-Glo luminescence, 1 h; stronger effect = lower value | AID 1346378 | Q9BTU6; in the data active means activity change below about -50%; inconclusive means mostly about -30% to -49%;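 further: -100% = wells without enzyme as full effect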
Target sequence (Q9BTU6 whole entry, looked up): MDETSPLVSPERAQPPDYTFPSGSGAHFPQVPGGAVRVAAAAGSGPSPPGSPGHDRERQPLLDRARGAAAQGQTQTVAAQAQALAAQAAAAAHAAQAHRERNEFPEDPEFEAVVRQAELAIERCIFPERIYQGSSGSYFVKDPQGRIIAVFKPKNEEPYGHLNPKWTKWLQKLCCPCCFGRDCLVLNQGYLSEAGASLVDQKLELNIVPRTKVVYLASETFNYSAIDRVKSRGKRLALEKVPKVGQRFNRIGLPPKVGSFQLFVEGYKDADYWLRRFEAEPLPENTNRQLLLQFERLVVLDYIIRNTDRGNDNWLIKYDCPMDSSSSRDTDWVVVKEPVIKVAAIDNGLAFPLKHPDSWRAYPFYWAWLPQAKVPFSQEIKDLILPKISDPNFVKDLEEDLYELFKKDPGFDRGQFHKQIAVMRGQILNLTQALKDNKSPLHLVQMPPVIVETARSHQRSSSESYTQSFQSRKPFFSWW
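PI4K2A activity was measured by ADP-Glo luminescence: enzyme (4 ug/mL stock) and phosphatidylinositol (1.2 mM stock) in Tris pH 7.5/MgCl2/EGTA/Triton X-100 buffer were reacted with ATP (300 microM stock) for one hour at ambient temperature.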
Pin1 inhibitor: inhibitors of human Pin1; Q13526; Pin1 FP peptide displacement, HiFluor488, 10 min; Potency, µM (titrated, usually from 115 µM), without a hit: top-dose activity, negative = inhibition, usual class: inhibitors; 0.009% of 390,000 active; AID 504891; active means well fitted inhibition curve with a large enough effect in the polarisation, with a control signal flat, not every such curve was filed as active; inconclusive means small, poorly fitted or top-dose-only effect, or effect the other way, or a change in a side signal; inactive means no such curve, though single readings can be large or run the other way; the % refers to the polarisation; further: potency means the concentration at half of the fitted maximal effect; on the % scale 0 is the no-effect control and ±100 the full control effect
Target sequence (Q13526 whole entry, looked up): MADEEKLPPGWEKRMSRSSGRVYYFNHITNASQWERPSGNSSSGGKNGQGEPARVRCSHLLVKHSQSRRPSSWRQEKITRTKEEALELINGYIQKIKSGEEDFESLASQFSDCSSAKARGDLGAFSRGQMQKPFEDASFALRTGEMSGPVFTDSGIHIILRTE
BAZ2B inh: inhibitors of human BAZ2B bromodomain; Potency, µM (titrated, usually from 114 µM), without a hit: at the top dose activity change, negative = inhibition, usual class: inhibitors; AlphaScreen BAZ2B-H3K14Ac peptide displacement; 4.4% of 360,000 active; Q9UIF8; further: potency means the concentration at half of the fitted maximal effect; on the % scale 0 is the no-effect control and ±100 the full control effect; nearly all actives have a fitted effect of over 60% in size
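BAZ2B (50 nM) with biotin-H3(5-23)K14Ac peptide (50 nM) in PBS pH 7.4, 0.01% Tween-20, preformed 30 min, then compound 30 min at room temperature; top concentration 110uM. AlphaScreen streptavidin donor/nickel chelate acceptor beads (10 ug/mL final), 20 min dark, signal read.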
JMJD2A Tudor: blocks the human JMJD2A Tudor domain; AlphaScreen JMJD2A-Tudor / H3K4me3 peptide binding; O75164; 4.4% of 390,000 active; Potency, µM (doses to about 114 µM), without a hit: at the highest dose activity change, negative = inhibition, actives largely listed as inhibitors; AID 504339; further: potency means the concentration at half of the fitted maximal effect; on the % scale 0 is the no-effect control and ±100 the full control effect; nearly all actives have a fitted effect of over 50% in size
Pol eta inh: blocks human DNA polymerase eta activity; recombinant Pol eta, fluorescent DNA replication assay; 1.2% of 390,000 active; Q9Y253; Potency, µM (highest dose often 114 µM), for the others: top-dose activity change, negative = inhibition, usual class: inhibitors; further: potency means the concentration at half of the fitted maximal effect; on the % scale 0 is the no-effect control and ±100 the full control effect
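Pol eta (10 nM) was preincubated with compounds for 15 min at room temperature, after which fluorescent replication substrate (50 nM final) was added to start the reaction. Fluorescence was read kinetically at 0 and 10 min.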
G9a block: G9a (human) methyltransferase inhibition; Q96KQ7; G9a H3K9 monomethylation, AlphaScreen, 2 h; Potency, µM (series often up to 102 µM), inactives show top-dose activity, negative = inhibition, usual class: inhibitors; 8.8% of 350,000 active; AID 504332; further: potency means the concentration at half of the fitted maximal effect; on the % scale 0 is the no-effect control and ±100 the full control effect; nearly all actives have a fitted effect of over 75% in size
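Signal arises when biotinylated H3K9 peptide, once monomethylated, bridges streptavidin donor and antibody-captured acceptor beads. Enzyme at 20 nM was preincubated 15 min with test compounds; peptide 500 nM and SAM 20 uM then reacted for 2 h.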
PGK inhibitor: T. brucei PGK inhibition. P07378. PGK/GAPDH coupled, Kinase-Glo luminescence, 60 min. Potency, µM (highest dose often 57.5 µM), for the others: at the highest dose activity change, negative = inhibition, hits mostly inhibitors. 0.043% of 380,000 active. AID 602233; further: potency means the concentration at half of the fitted maximal effect; on the % scale 0 is the no-effect control and ±100 the full control effect; nearly all actives have a fitted effect of over 60% in size
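Luminescent ATP detection (Kinase-Glo Plus) follows a 60-minute room-temperature incubation, with wells lacking PGK as controls. Buffer: 100 mM TEA (pH 7.6), 5 mM MgCl2, 0.01% Tween-20. Coupling enzyme GAPDH (100 nM final) supplies unstable 1,3-BPG in-well.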
HP1b binding inh: blocks HP1-beta chromodomain binding to methylated histone tails | P83916 | AlphaScreen HP1-beta / biotin-H3K9me3 peptide binding | Potency, µM (highest dose often 114 µM), for the others: at the top dose activity change, negative = inhibition, most hits filed as inhibitors | 0.56% of 390,000 active; further: potency means the concentration at half of the fitted maximal effect; nearly all actives have a fitted effect of over 70% in size; inactives centre near 23
Target sequence (P83916 whole entry, looked up): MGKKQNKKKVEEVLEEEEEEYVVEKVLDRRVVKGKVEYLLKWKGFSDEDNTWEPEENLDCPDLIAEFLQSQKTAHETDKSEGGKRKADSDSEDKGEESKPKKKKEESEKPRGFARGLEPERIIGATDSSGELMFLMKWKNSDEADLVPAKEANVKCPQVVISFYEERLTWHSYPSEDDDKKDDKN
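AlphaScreen: HP1-beta (50 nM) preformed 30 min with biotin-H3(1-18)K9me3 peptide (50 nM) in PBS pH 7.4, 0.01% Tween-20. Compound added for 30 min at RT, then streptavidin donor/nickel chelate acceptor beads (10 ug/mL) for 30 min.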
GLS inh: inhibitors of human glutaminase (GLS). Potency, µM (titrated, usually from 45.5 µM), for inactives: top-dose activity change, negative = inhibition, hits mostly inhibitors. AID 624170. O94925. 0.21% of 410,000 active. GLS enzymatic activity, qHTS titration; further: potency means the concentration at half of the fitted maximal effect; on the % scale 0 is the no-effect control and ±100 the full control effect
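Enzyme dispensed in phosphate buffer (45 mM, pH 8.2, 0.02% Tween-20), compounds pinned in, then 1 mM L-glutamine solution and the glutamate oxidase–HRP–Amplex Red mix added; fluorescence read immediately and again after 30 min at room temperature.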
* = called active by the depositor; i = inactive; ? = inconclusive; nt = not tested or not shown; [ ] = another dose, or the depositor's remark. Unless noted, the call rests on the fitted dose curve; in most records, active means well fitted curve in the direction sought with a large enough effect; inconclusive means small, poorly fitted or top-dose-only effect, or another doubt; inactive means no such curve, though single readings can be large; an effect the other way counts as inactive or inconclusive. Some of the compounds tested (hit frequency here may not be typical).

PI4K2A inh | Pin1 inhibitor | BAZ2B inh | JMJD2A Tudor | Pol eta inh | G9a block | PGK inhibitor | SMILES | HP1b binding inh | GLS inh
-3 | 0% | 8% | -8% | -23% | 3% | 6% | CCN(CC(=O)NCc1ccc(Cl)cc1)C(=O)CSCC(=O)Nc1ccc(OC)cc1 | 30% | -2%
-5 | -18% | 3% | -11% | 14% | -47% | -1% | O=C(CSc1nc2c(cnn2-c2ccc(F)cc2)c(=O)[nH]1)N1CCCCCC1 | 38% | 2%
-6 | -10% | -6% | 13µM* | -12% | ? | -12% | S=c1[nH]nc(-c2ccc(Cl)cc2Cl)n1Cc1ccccc1 | ? | ?
-4 | -5% | 1% | -12% | 10% | -9% | -3% | COc1ccc(CN(C)C(=O)COC(=O)c2ccc3c(c2)OCO3)cc1OC | 15% | 2%
-5 | 0% | 3% | 8% | -2% | 0% | 0% | COc1cc(SC)ccc1C(=O)Nc1ccc(Br)cn1 | 46%[activator] | -8%
3 | 0% | 11% | -16% | -12% | -27% | 2% | CCN(CC)C(=O)CSc1nnc(-c2ccccc2)n1N | 28% | 5%
-5 | 1% | 3% | -6% | -9% | -14%[12.7 µM] | -7% | Cc1ccc(C(=O)OC(C)C(=O)NC(C)CCc2ccccc2)o1 (centres undefined) | 29% | 9%
1 | -7% | 6% | -3% | -9% | 6% | -3% | CCN1CCCC1CNC(=O)C1c2ccccc2C(=O)N(CCOC)C1c1ccc(F)cc1 (centres undefined) | 30% | -12%
-6 | -7% | -3% | -4% | -19% | nt | 1% | Cn1c(CC(=O)Nc2ccccc2F)nnc1SCC(=O)N1CCOCC1 | 30% | -2%
3 | 9% | 50µM* | 89µM* | -12% | 21% | -8% | O=C(N/N=C/c1cc(Br)ccc1OC(=O)c1ccc(Br)cc1)c1ccncc1 | ? | 16%
0 | -2% | nt | 1% | 2% | nt | -2% | O=C(CSc1nnc(C2CC2)n1-c1ccccc1)NC1CCS(=O)(=O)C1 (centres undefined) | 29% | 1%
-3 | 18% | -34% | -8% | -11% | 3.2µM* | -4% | CCOC(=O)c1c(NC(=O)C(C)Oc2ccc(Cl)c(C)c2)sc2c1CCCC2 (centres undefined) | -23% | -8%
-5 | 0% | 12% | -5% | -9% | 20% | 0% | CC(NC(=O)c1ccc2c(c1)OCO2)c1ccccc1 (centres undefined) | 36% | -20%
-7 | -4% | 3% | -2% | -5% | 7%[59 µM] | i | Cc1cc(C)c(NC(=O)CCS(=O)(=O)c2cc3c(cc2Cl)NC(=O)CO3)c(C)c1 | 35% | -6%
2 | -3% | 66%[activator] | 59%[activator] | -9% | nt | 3% | O=C(CCNc1cc(Cl)cc(Cl)c1)c1cccs1 | 133% | 4%
4 | -9% | 10% | -10% | -11% | 2%[0.501 µM] | 1% | O=C(Cn1ccc(NC(=O)OCc2ccccc2)nc1=O)NCCCN1CCCC1=O | 29% | 2%
2 | -1% | 23% | -7% | -9% | -5%[59 µM] | 1% | COc1ccc(CNc2ccccc2)cc1Br | 49%[activator] | 29%
-10 | -5% | -21% | -6% | -5% | 8% | -13% | CN(CC1CCCN(CCc2ccc(F)cc2)C1)C(=O)CCC(N)=O (centres undefined) | 22% | -4%
4 | 9% | -8% | -1% | -2% | 11% | 5% | O=C(c1ccccc1F)N(Cc1ccc2c(c1)OCO2)Cc1cc2cc3c(cc2n2nnnc12)OCO3 | 21% | 8%
7 | 3% | -8% | -15% | -9% | 12%[59 µM] | i | Cc1cn2c(=O)cc(COC(=O)c3ccc(NC(=O)c4ccc(C(C)(C)C)cc4)cc3)nc2s1 | 21% | -5%
-7 | -1% | 35µM* | 35µM* | -5% | ? | i | C#CCOCCOCCOCCNc1nc(N2CCN(C(=O)[C@H]([C@@H](C)CC)n3cc([C@@H](N)CO)nn3)CC2)nc(N2CCN(C(=O)[C@H](Cc3ccc(O)cc3)n3cc([C@@H](N)C(C)CC)nn3)CC2)n1 (some centres undefined) | 39%[activator] | 69%[activator]
-7 | -2% | 9% | -15% | -3% | -11%[59 µM] | -8% | O=C(Cc1ccccc1)NC(NCCCN1CCOCC1)(C(F)(F)F)C(F)(F)F | 12% | 5%
5 | -1% | 9% | -4% | -13% | -11%[59 µM] | i | CCc1cccc(C)c1NC(=O)CCCSc1nc2ccccc2s1 | 32% | -14%
-3 | 3% | 2% | -20% | -18% | nt | -10% | Cn1c2ccccc2c2n[nH]c(=S)nc21 | 12% | ?
1 | -7% | -15% | -23% | -1% | -106%[59 µM] | -6% | COc1c(OC)c(O)c2c(=O)c(O)c(-c3ccccc3)oc2c1OC | 21% | 26%
6 | 6% | 2% | -2% | -25% | 31%[59 µM] | 2% | CCC1=NN(C(=O)CCc2ccccc2O)C(O)(C(F)(F)F)C1 (centres undefined) | 31% | 23%
3 | -3% | -4% | -19% | 3% | -47%[2.33 µM] | i | O=C(C1CCCCC1)N1CCC(c2nc3ccccc3[nH]2)CC1 | 16% | 3%
1 | -8% | -8% | -8% | -5% | -37% | 6% | CC(C)c1ccccc1N1CC(C(=O)O)CC1=O (centres undefined) | 17% | -16%
-3 | 3% | 0% | 2% | -17% | 18%[59 µM] | 8% | CC(=O)c1ccc(NC(=O)C2CCN(S(=O)(=O)c3ccc4c(c3)CCCN4C(=O)C3CCC3)CC2)cc1 | 21%[57 µM] | 5%
0 | -7% | -22% | -20% | -6% | ? | -22% | CCS(=O)(=O)c1ccc(Sc2nncn2C)c([N+](=O)[O-])c1 | 10% | 6%
-8 | 5% | 12% | 16%[11.4 µM] | -18% | ? | -7% | Cc1cc(C)c(S(=O)(=O)NCC2CCC(C(=O)NCCCN3CCOCC3)CC2)c(C)c1 (centres undefined) | 24% | -5%
-3 | -5% | -3% | -14% | -14% | 1%[59 µM] | -1% | CC(OC(=O)C1CCN(S(=O)(=O)c2ccc(F)cc2)CC1)C(=O)NC1CCCCC1C (centres undefined) | 7% | 10%
6 | 0% | -29% | -33% | -24% | ? | 2% | NC(Cc1c[nH]c2ccccc12)C(=O)NCc1ccco1 (centres undefined) | 19% | 18%
1 | 0% | -12% | -2% | -12% | 32% | i | O=C1CCC([N+](=O)[O-])C(c2ccc(F)c(Br)c2)N1 (centres undefined) | 55%[activator] | -16%
-1 | nt | nt | nt | -4% | nt | -4% | CC(OC(=O)c1cccc(S(=O)(=O)N2CCOCC2)c1)C(=O)NCC1CCCCC1 (centres undefined) | nt | -1%
-6 | 1% | 1% | -2% | -7% | 8%[12.7 µM] | -14% | CCOc1ccc(/C=C\C(C)=N\O)cc1 | 13% | 0%
0 | 2% | -6% | 3% | -10% | 19% | -8% | COc1cccc(NC(=O)CCSc2ccc(C)cc2)c1 | 37% | -2%
-9 | 0% | 9% | -3% | -16% | 47%[activator] | -10% | COc1ccc(NC(=O)c2cccc(S(=O)(=O)N3CCCCCC3)c2)cc1 | 20% | -10%
-7 | ? | ? | ? | -21% | 71µM* | -1% | Cc1cc(-c2ccc(C)c(S(=O)(=O)NCCCN3CCN(c4ccccc4)CC3)c2)on1 | -8%[57 µM] | 31%[activator]
-2 | 1% | -38% | -23% | ? | -42%[59 µM] | -1% | COc1ccc(OC)c(NC(=O)c2ccc3c(SCC(=O)O)c4c(nc3c2)CCCC4)c1 | 7% | 15%
9 | 5% | 3% | -10% | -7% | 23% | 5% | COc1ccc(Cl)cc1NC(=O)CNC(c1ccccc1)c1ccccc1 | 20% | 1%
2 | -2% | 50µM* | 6.3µM* | -8% | ? | 0% | CCCCNC(=O)C1CCN(C/C(C)=C/c2ccccc2)CC1 | -9% | 14%
-2 | 2% | 11% | 0% | -10% | -10%[59 µM] | -8% | NS(=O)(=O)c1cccn1-c1ncc(C(F)(F)F)cc1Cl | 68%[activator] | -6%

A second format for some results above.
SMILES: CCOc1ccc(/C=C\C(C)=N\O)cc1
  PI4K2A inh = -6	Pin1 inhibitor = 1%	BAZ2B inh = 1%	JMJD2A Tudor = -2%	Pol eta inh = -7%	G9a block = 8%[12.7 µM]	PGK inhibitor = -14%	HP1b binding inh = 13%	GLS inh = 0%
SMILES: COc1cccc(NC(=O)CCSc2ccc(C)cc2)c1
  PI4K2A inh = 0	Pin1 inhibitor = 2%	BAZ2B inh = -6%	JMJD2A Tudor = 3%	Pol eta inh = -10%	G9a block = 19%	PGK inhibitor = -8%	HP1b binding inh = 37%	GLS inh = -2%

Some of the entries so far, with the structure last:
PI4K2A inh | Pin1 inhibitor | BAZ2B inh | JMJD2A Tudor | Pol eta inh | G9a block | PGK inhibitor | HP1b binding inh | GLS inh | smiles
0 | 2% | -6% | 3% | -10% | 19% | -8% | 37% | -2% | COc1cccc(NC(=O)CCSc2ccc(C)cc2)c1
-9 | 0% | 9% | -3% | -16% | 47%[activator] | -10% | 20% | -10% | COc1ccc(NC(=O)c2cccc(S(=O)(=O)N3CCCCCC3)c2)cc1

One compound at a time, as listed above. Order of screens: PI4K2A inh | Pin1 inhibitor | BAZ2B inh | JMJD2A Tudor | Pol eta inh | G9a block | PGK inhibitor | HP1b binding inh | GLS inh
COc1ccc(Cl)cc1NC(=O)CNC(c1ccccc1)c1ccccc1 as listed: 9 | 5% | 3% | -10% | -7% | 23% | 5% | 20% | 1%
CC(OC(=O)C1CCN(S(=O)(=O)c2ccc(F)cc2)CC1)C(=O)NC1CCCCC1C (centres undefined) as listed: -3 | -5% | -3% | -14% | -14% | 1%[59 µM] | -1% | 7% | 10%
CCc1cccc(C)c1NC(=O)CCCSc1nc2ccccc2s1 as listed: 5 | -1% | 9% | -4% | -13% | -11%[59 µM] | i | 32% | -14%
